Compound activity (PubChem BioAssay)
Eya2 phos inh – Eya2 (human) phosphatase inhibition | recombinant Eya2, OMFP fluorescence dephosphorylation (OMFP is methylfluorescein phosphate) | O00167 | Potency, µM (titrated, usually from 76.9 µM), for inactives: at the top dose activity, negative = inhibition, usual class: inhibitors | 330,000 compounds, 0.006% hits | AID 488837; note: potency is the fitted concentration of half-maximal effect; % is set by controls: 0 for no effect and ±100 for the full control effect
Target sequence (O00167 whole entry, looked up): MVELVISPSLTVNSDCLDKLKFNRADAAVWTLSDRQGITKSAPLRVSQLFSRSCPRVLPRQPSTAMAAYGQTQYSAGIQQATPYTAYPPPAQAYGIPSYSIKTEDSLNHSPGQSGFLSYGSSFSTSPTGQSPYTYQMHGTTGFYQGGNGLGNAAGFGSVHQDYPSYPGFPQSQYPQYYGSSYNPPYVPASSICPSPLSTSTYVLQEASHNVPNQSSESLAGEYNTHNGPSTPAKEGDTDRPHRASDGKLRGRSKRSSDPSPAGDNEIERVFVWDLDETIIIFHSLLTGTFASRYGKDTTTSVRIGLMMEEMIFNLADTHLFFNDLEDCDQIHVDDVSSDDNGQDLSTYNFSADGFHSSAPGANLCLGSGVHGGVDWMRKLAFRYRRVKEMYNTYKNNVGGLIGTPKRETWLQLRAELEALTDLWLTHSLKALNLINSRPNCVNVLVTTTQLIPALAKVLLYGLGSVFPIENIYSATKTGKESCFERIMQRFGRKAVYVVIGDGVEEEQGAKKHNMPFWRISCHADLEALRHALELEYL
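Eya2 protein (added as 0.2 uM solution) was preincubated with compound for 10 min at ambient temperature in 50 mM HEPES pH 7.5, 50 mM NaCl, 5 uM MgCl2, 0.05% BSA, 1 mM DTT. OMFP (added at 50 uM) then reacted 10 min; fluorescence read at 485/525 nm.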
Tb PFK block – blocks T. brucei phosphofructokinase; O15648; T. brucei PFK, ADP-Glo luminescence; Potency, µM (highest dose often 57.5 µM), without a hit: top-dose activity, negative = inhibition, actives largely listed as inhibitors; 330,000 compounds, 0.17% hits; AID 485367;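 note: potency is the fitted concentration of half-maximal effect; 0% = uninhibited 1x PFK enzyme wells and -100% = no-enzyme wells; nearly all actives have a fitted effect of over 60% in size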
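In TEA buffer at pH 8.0 with 5 mM MgCl2, enzyme (1.25 nM) converted F6P (0.5 mM) and ATP (0.1 mM) for 45 min at room temperature. ADP product was read by luciferase luminescence.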
TSHR antag – blocks TSH signaling through the human TSH receptor; P16473; TSHR-expressing cells, TSH-stimulated cAMP HTRF, 2 h; active compounds read low; activity change, negative = inhibition, % at 11.5 µM; 330,000 compounds, 0.2% hits;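 active = activity change below a set negative limit, meaning inhibition stronger than a set level, cut at about -70% in these data; inconclusive = activity change between two set negative limits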; note: % is set by controls: 0 for no effect and ±100 for the full control effect
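Read-out is FRET at 665 nm (cryptate excitation 337 nm) from a cryptate-tagged anti-cAMP antibody, competed by cell cAMP against cAMP-d2. Compounds are tested on freshly harvested TSHR cells challenged with 4nM TSH (EC80) for 2 hours at 37 deg C.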
Mito fusion yeast – blocks mitochondrial division or promotes mitochondrial fusion | S. cerevisiae fusion-defective mutant growth rescue, CellTiterGlo 48 h | Potency, µM (series often up to 46.1 µM), inactives show at the top dose growth rescue (activation), most hits filed as activators | 320,000 compounds, 0.23% hits;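 note: potency is the fitted concentration of half-maximal effect; % of control where 0% means no effect; nearly all actives have a fitted effect of over 45% in size; temperature-sensitive fusion mutants such as fzo1-1 at 37 °C on non-fermentable ethanol glycerol medium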
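S. cerevisiae fusion-defective temperature-sensitive mutants (e.g. fzo1-1, mgm1-5) grown 48 h at 37C in YPEG (ethanol/glycerol non-fermentable) medium with 23 nl compound per well; growth rescue read as CellTiterGlo luminescence.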
ELG1 DNA repair – blocks ELG1-dependent DNA repair in HEK293T cells; HEK293T ELG1-luciferase reporter, luminescence, 16 h; DNA damage induced by 5-fluorouridine; Potency, µM (highest dose often 46.1 µM), without a hit: at the top dose activity change, negative = inhibition, most hits filed as inhibitors; 330,000 compounds, 2.3% hits; AID 504467; note: potency is the fitted concentration of half-maximal effect; % is set by controls: 0 for no effect and ±100 for the full control effect; nearly all actives have a fitted effect of over 55% in size
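Overnight (16 hr) co-exposure of 2,000 cells/well to 5-fluorouridine and compound at 37 °C preceded detection. Luciferase was quantified via ONE-Glo luminescence; loss of signal denotes inhibition.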
PTAP TSG101 blk – blocks PTAP/TSG101 interaction to inhibit HIV-1 budding; Q99816; Fluorescence polarization, FITC-PTAP peptide / Tsg101 binding; Potency, µM (highest dose often 115 µM), for the others: at the top dose activity change, negative = inhibition, usual class: inhibitors; AID 493005; 340,000 tested, under 10 active; active = well fitted inhibition curve with a large enough effect in the main read-out, with a control signal flat, not every such curve was filed as active; inconclusive = small, poorly fitted or top-dose-only effect, or effect the other way, or a change in a side signal; inactive = no such curve, though single readings can be large or run the other way; note: potency is the fitted concentration of half-maximal effect; % of control where 0% means no effect
Target sequence (Q99816 whole entry, looked up): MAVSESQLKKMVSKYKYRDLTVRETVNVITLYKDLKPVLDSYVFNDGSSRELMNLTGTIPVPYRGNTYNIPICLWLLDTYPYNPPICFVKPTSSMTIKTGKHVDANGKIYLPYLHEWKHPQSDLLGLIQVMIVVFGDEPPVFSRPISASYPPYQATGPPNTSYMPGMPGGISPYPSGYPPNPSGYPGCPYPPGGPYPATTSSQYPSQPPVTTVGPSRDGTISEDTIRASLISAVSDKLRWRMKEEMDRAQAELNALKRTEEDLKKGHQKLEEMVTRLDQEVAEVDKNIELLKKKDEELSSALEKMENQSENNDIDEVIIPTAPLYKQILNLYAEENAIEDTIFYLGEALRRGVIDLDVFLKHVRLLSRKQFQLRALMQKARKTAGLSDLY
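Compounds were pin-transferred onto Tsg101 binding domain (10 uM final) in HEPES pH 7.5 buffer, then FITC-PTAP peptide was added at 50 nM final. After 20 min at RT, polarization reported peptide displacement across a qHTS concentration series.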
uPA generation – blocks generation of uPA at the cell surface; cell surface uPA generation assay, qHTS; Potency, µM (doses to about 38.3 µM), for inactives: top-dose activity change, negative = inhibition, most hits filed as inhibitors; 330,000 compounds, 0.31% hits; active = well fitted inhibition curve with a large enough effect; inconclusive = small, poorly fitted or top-dose-only effect; inactive = no such curve, though single readings can be large or run the other way; tested in mouse RAW 264.7 cells; note: potency is the fitted concentration of half-maximal effect; % is set by controls: 0 for no effect and ±100 for the full control effect; nearly all actives have a fitted effect of over 55% in size
BCR signal inh – chronic active BCR signaling inhibition. AID 493014. 340,000 compounds, 0.05% hits. ABC-DLBCL IkBa-CBG/CBR reporter, luminescence ratio, 4 h. Potency, µM (doses to about 46.1 µM), for the others: at the highest dose ratio change, negative = lower green/red ratio, actives largely listed as inhibitors; active = well fitted inhibition curve with a large enough effect in the signal ratio, with a control signal flat, not every such curve was filed as active; inconclusive = small, poorly fitted or top-dose-only effect, or effect the other way, or a change in a side signal; the % refers to the signal ratio;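 note: potency is the fitted concentration of half-maximal effect; plate controls were basal doxycycline-induced cells for no effect and cells given 10 µM MG132 for full effect; MG132 reads +100%, hits lower the ratio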
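Compounds up to 46 uM were incubated four hours with TMD8 cells whose green CBG68 luciferase is fused to IkappaBalpha; red CBR luminescence normalised the signal, and concentration-effect curves were fitted to fusion, red and ratio data.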
TCR activator – T cell receptor activation | primary human leukocytes, anti-CD3, IL-2 HTRF, 48 h | Potency, µM (doses to about 9.22 µM), for inactives: at the highest dose activation of IL-2 secretion, most hits filed as activators | 330,000 tested, under 10 active; note: % of control where 0% means no effect
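Using a-CD3 beads without co-stimulation, primary human leukocytes were exposed to compounds for 48 hr. An HTRF IL-2 kit measured the cytokine, with europium-to-d2 energy transfer producing emission at 665nm upon 320nm excitation.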
USP2a block – USP2a (human) protease inhibition; USP2 core, Ub-CHOP2 coupled fluorogenic reporter, 485/531; Potency, µM (top dose mostly 38.3 µM), inactives show at the highest dose activity change, negative = inhibition, usual class: inhibitors; 330,000 compounds, 0.01% hits; AID 463254;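 note: potency is the fitted concentration of half-maximal effect; plate controls were DMSO wells for no effect and full inhibition by NEM control for full effect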
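Deubiquitinase activity read as fluorescence (485/531 nm) after Ub-CHOP2 cleavage activates the enterokinase reporter on its substrate; USP2 core 10nM, Ub-CHOP2 and substrate 25nM each, 30min compound preincubation then 60min RT; data normalized to NEM, curves fitted.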
B2AR arrestin – beta2AR (human) beta-arrestin recruitment activity. P07550. 330,000 compounds, 0.02% hits. Potency, µM (highest dose often 46.1 µM), for the others: top-dose activation, usual class: activators. beta-arrestin recruitment to beta2AR, cell-based reporter;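 note: potency is the fitted concentration of half-maximal effect; 0% = DMSO controls and full agonism = EC100 isoproterenol or metaproterenol; nearly all actives have a fitted effect of over 65% in size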
Active calls of the source: *; ? = inconclusive; . = no result given; & = joins results of further samples; [ ] = dose if it differs, or a comment. Unless noted, calls come from the whole dose curve; as a rule, active = well fitted curve in the direction sought with a large enough effect; inconclusive = small, poorly fitted or top-dose-only effect, or another doubt; inactive = no such curve, though single readings can be large; an effect the other way counts as inactive or inconclusive. Not a hit list; any-hit rate near 3%.

SMILES	Eya2 phos inh	Tb PFK block	TSHR antag	Mito fusion yeast	ELG1 DNA repair	PTAP TSG101 blk	uPA generation	BCR signal inh	TCR activator	USP2a block	B2AR arrestin
O=C(COC(=O)C1CC1)NCCc1ccc(Cl)cc1	18%	-1%	0	6%	20%	1%	1%	-6%	0%	1%	-0.2%
O=C(O)c1cc(S(=O)(=O)NC(Cc2c[nH]c3ccccc23)C(=O)O)ccc1Cl (configuration not stated)	1%	13%	5	5%	-8%	-1%	3%	1%	-7%	1%	-0.4%
O=C(c1cc(C(=O)N2CCOCC2)c2nc3ccccc3n2c1)c1ccccc1O	8%	-2%	19	-5%	8%	1%	12%	?	-4%	0%	4.7%
CCOc1ccc(C2CC(=O)n3nc(C45CC6CC(CC(C6)C4)C5)nc3S2)cc1OC (configuration not stated)	20%	0%	11	0%	-12%	-5%	1%	5%	0%	1%	-1.0%
COc1ccccc1N1CCN(C(=O)c2oc3ccc(F)cc3c2C)CC1	-13%	-1%	-14	20%	?	-1%	-11%	0%	-14%[46.1 µM]	0%	-0.1%
CCOC(=O)Oc1ccc2oc(C)c(C(=O)OCCOC)c2c1	5%	1%	-6	-5%	26%	-6%	-3%	-4%	1%	5%	-0.3%
CCCS(=O)(=O)C(=C(Nc1ccc(OC)cc1)Nc1ccc(OC)cc1)S(=O)(=O)CCC	2%	-12%	2	2%	-3%	-1%	20%	4%	0%	1%	-0.2%
CCNC(=O)COC(=O)c1cc(-c2ccc(OC)cc2)nc2ccccc12	5%	2%	-3	-5%	-4%	-6%	?	1%	.	-1%	-0.4%
COc1cc(C2C(C#N)=C(N)Oc3n[nH]c(C)c32)cc2c1OCO2 (configuration not stated)	7%	-12%	-1	-7%	9%	-1%	5%	-3%	1%	2%	-0.1%
Cc1ccc(S(=O)(=O)N2CCC(=O)N(CCOCc3ccc(C(F)(F)F)cc3)CC2)cc1	-7%	-1%	-13	4%	-15%	-7%	-9%	-7%	-16%	1%	-1.7%
O=C(NCCc1ccccc1)C1CCC(=O)N1C1CCCC1 (configuration not stated)	-15%	1%	-2	-1%	5%	1%	2%	4%	2%	-1%	-0.1%
CCOC(=O)Cc1csc(SCC(=O)Nc2cccc(Cl)c2)n1	-2%	-6%	-16	1%	?	-2%	-8%	-16%	4%	-6%	0.6%
CCN(CC)C(=O)Cn1c(=O)n(CCCC(=O)NCc2ccc3c(c2)OCO3)c(=O)c2sccc21	1%	2%	-7	-2%	12%	-3%	2%	0%	0%	1%	-0.3%
O=C(Nc1cccc(OC(=O)c2cccnc2)c1)c1cccnc1	9%	-2%	-10	2%	-2%	-3%	-17%	?	0%	0%	-0.4%
CCOC(=O)C(C)Oc1cccc2c(=O)n(CC(=O)Nc3ccc4c(c3)OCCO4)ccc12 (configuration not stated)	10%&-2%	-2%	-11&-1	0%&0%	?	2%	-2%	-1%	-7%	4%	0.5%
Cc1cccc(CCNC(=O)C2CCCN(S(=O)(=O)c3cccc4nsnc34)C2)c1 (configuration not stated)	-24%	2%	0	9%	?	-1%	0%	11%	-2%	-1%	3.8%
Cc1cccn2c(=O)c3cc(C(=O)NCCCn4ccnc4)n(C)c3nc12	-4%	-15%	7	1%	2%	-8%	-6%	-2%	0%	1%	0.0%
CC(C)[C@H](NC(=O)[C@@H]1Cc2c([nH]c3ccccc23)C2c3ccccc3C(=O)N21)C(=O)N1CCC[C@@H]1C(=O)O (some centres not stated)	13%	2%	-10	1%	?	-2%	-8%	22%	4%	3%	-0.7%
Cc1nn(Cc2ccccc2)c2c1C(c1cccnc1)C(C#N)=C(N)O2 (configuration not stated)	14%	2%	8	-4%	?	-1%	-3%	?	-7%	-6%	-0.9%
Cc1ccc(-c2csc(-c3c[nH]c4ccccc34)n2)c(C)c1	5%	2%	-10	-5%	24%	-3%	-3%	20%	4%	-1%	-0.2%
CCn1c(SCc2ccc(Cl)cc2)nnc1-c1ccccc1	2%	-4%	-5	0%	-14%	-5%	3%	10%	3%[46.1 µM]	2%	-0.9%
NC(N)=NN=C1c2ccccc2-c2ccccc21	-2%	2%	5	28%	5%	-3%	4%	?	-6%	1%	-0.7%
CCOc1cc(C(=S)N2CCOCC2)ccc1OC(=O)c1cc(OC)c(OC)c(OC)c1	7%	0%	9	1%	-14%	-3%	13%	?	-3%	1%	0.3%
O=C1CCCc2c1cc(C(=O)Nc1ccc(Br)cn1)c(=O)n2-c1ccccc1	16%	0%	3	5%	-1%	-17%	-1%	?	2%	-1%	-0.1%
CC(C)(C)c1ccc(-c2nnc(SCC(=O)c3ccc4c(c3)OCCO4)o2)cc1	-1%	-3%	-1	0%	6%	-2%	0%	4%	0%	-1%	-3.3%
SMILES	Eya2 phos inh	Tb PFK block	TSHR antag	Mito fusion yeast	ELG1 DNA repair	PTAP TSG101 blk	uPA generation	BCR signal inh	TCR activator	USP2a block	B2AR arrestin
CCOC(=O)CSc1cc(C)c(C#N)c2nc3ccccc3n12	-2%	-1%	2	-2%	10%	-1%	1%	3%	1%	3%	-0.3%
COc1ccc(N2CCN(S(=O)(=O)c3ccc(C(=O)NCc4ccco4)cc3)CC2)cc1	3%	5%	2	-1%	-5%	-6%	5%	9%	1%[46.1 µM]	0%	-0.1%
Cc1cc(NCCc2ccc(Cl)cc2)n2ncnc2n1	-2%	1%	1	-4%	?	-7%	-1%	-10%	.	2%	-0.4%
CCc1ccc(N2CC(C(=O)Nc3ccc(F)cc3)CC2=O)cc1 (configuration not stated)	2%	-1%	3	1%	1%	-2%	4%	-7%	-7%	0%	0.5%
CCOc1ccc(NC(=O)CN(C)Cc2ccc3c(c2)OCO3)cc1S(=O)(=O)N1CCCC1	8%	0%	41	11%	-27%	-1%	-1%	5%	9%	-1%	0.2%
Cc1ccc(NC(=O)CN(C)C(=O)CSc2nnc(N)s2)cc1	11%	-8%	6	-2%	17%	-4%	-5%	-3%	3%	0%	0.3%
COC(=O)c1ccccc1SC1CC(=O)N(c2cccc(C)c2)C1=O (configuration not stated)	7%	9%	5	-2%	17%	0%	-4%	?	3%[46.1 µM]	1%	0.7%
COCCN(CC1CCCN(C2Cc3ccccc3C2)C1)C(=O)c1cccs1 (configuration not stated)	3%	2%	13	0%	?	-3%	-2%	6%	-8%	3%	0.4%
Cc1ccc(S(=O)(=O)NCc2ccc(C(=O)NC3CC3)cc2)cc1	-6%	-1%	3	?	?	-2%	-2%	0%	0%	5%	4.8%
COc1cccc(CN2CC(C(=O)NCCn3ccc(C)n3)CCC2=O)c1 (configuration not stated)	8%	-3%	39	2%	-2%	-11%	-17%	4%	1%	1%	-0.2%
FC(F)(F)c1ccccc1/C=N/Nc1ccccn1	1%	2%	-11	8%	18%	1%	-13%	2%	0%	-1%	0.1%
CCc1ccc(-c2nn(-c3cc(Cl)ccc3[N+](=O)[O-])c(=O)c3ccccc23)cc1	14%	?	-5	-1%	15%	-3%	5%	-1%	-1%	-1%	-0.1%
OCc1cn(-c2ccccc2)nc1-c1ccc(Br)cc1	-4%	0%	-6	25%	?	-2%	5%	?	1%	3%	-0.4%
O=C(O)CNC(=S)N(Cc1cccs1)C1CCCCC1	9%	11%	-3	-10%	16%	-2%	1%	-3%	1%[46.1 µM]	2%	0.4%
CCN(CC)S(=O)(=O)c1ccc(Cl)c(NC(=O)CCCCl)c1	3%	2%	21	6%	-9%	-3%	-1%	0%	-3%	3%	3.5%
Cc1ccc(C(=O)C(C)OC(=O)C2CC(=O)N(C3CCCCC3)C2)cc1 (configuration not stated)	-12%	-3%	-13	0%	20%	-5%	1%	0%	2%	1%	0.1%
O=C(CN1CCN(S(=O)(=O)c2ccc3ccccc3c2)CC1)Nc1ccc(N2CCOCC2)cc1	2%	0%	18	-1%	?	-5%	10%	0%	10%[46.1 µM]	2%	-0.4%
COc1ccc(OC)c(-c2c(C#N)c(N)nc3c2c(=O)nc2sccn23)c1	-5%	4%	2	-3%	2%	-7%	1%	4%	-3%	0%	-0.6%
CCOC(=O)N1CCN(CC(O)COCc2cc(OC)c(OC)c(OC)c2)CC1 (configuration not stated)	9%	2%	2	-7%	27%	-2%	-7%	0%	-5%[46.1 µM]	1%	-0.1%
